VHR inh color = inhibitors of human VHR1 phosphatase (DUSP3); P51452; AID 1992; inhibition, % at 20 µM; 0.7% of 50,000 active; recombinant VHR phosphatase, colorimetric substrate read-out; in the data active = inhibition above about 60%; note: some results filed as inactive read as strong as hits
Target sequence (P51452 whole entry, looked up): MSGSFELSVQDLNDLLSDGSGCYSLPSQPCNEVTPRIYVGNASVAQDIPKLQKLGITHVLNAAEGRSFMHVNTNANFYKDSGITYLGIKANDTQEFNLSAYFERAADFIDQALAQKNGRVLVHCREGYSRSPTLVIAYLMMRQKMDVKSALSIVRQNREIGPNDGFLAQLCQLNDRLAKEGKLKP
Active calls of the source: *.

smiles,VHR inh color
Cc1nn(-c2ccccc2)c(C)c1/C=N\NC(=O)c1cc(C(C)(C)C)[nH]n1,12.7
O=C(O)c1ccccc1SC1CC(=O)N(Cc2ccccc2)C1=O (stereo unspecified),-2.2
C/C(=N\NC(=O)C(C)Sc1nc(C)cc(C)n1)c1ccc(Br)cc1 (stereo unspecified),-20.6
CC(=O)N(CCC1(Cc2ccccc2)CCOC(C)(C)C1)Cc1ccccc1 (stereo unspecified),-25.2
CCOC(=O)C1=C(O)/C(=C/c2ccc(C(C)(C)C)cc2)SC1=Nc1ccccc1,8.2
CC(C)(C)c1ccc(OCC(=O)Nc2sc3c(c2C(N)=O)CCCC3)cc1,-3.8
COc1cc(NC(=O)c2ccc3ccccc3c2)ccc1NC(=O)c1ccco1,5.2
COc1cccc(OC)c1OCCOCCOc1ncnc2ccccc12,4.6
Ic1ccc(OCCCCN2CCCC2)cc1,-21.0
CC(=O)c1ccc(NC(=S)NC(NC(=O)Cc2ccccc2)C(Cl)(Cl)Cl)cc1 (stereo unspecified),-14.3
O=C(COc1ccc(Cl)cc1Br)N/N=C/c1ccc([N+](=O)[O-])s1,2.7
C(=N\N=C1c2ccccc2-c2ccccc21)/c1ccc2c(c1)OCO2,-4.4
COc1ccc(C2(CNC(=O)C3COc4ccccc4O3)CCCC2)cc1OC (stereo unspecified),10.8
O=[N+]([O-])c1ccc(Cl)c(/C=N/N2CCN(Cc3cccc4ccccc34)CC2)c1,-5.0
CCOC(=O)Oc1ccc2c(=O)c(Oc3ccc(OC)cc3)c(C(F)(F)F)oc2c1,-12.5
C/C(=C\C(=O)c1ccccc1)Nc1cc(C)ccc1Cl,2.0
COc1ccc(/C=C(/C#N)C(=O)Nc2cccc(Br)c2)cc1C,-5.2
COc1ccccc1OCCn1cc(/C=C2/SC(=S)N(Cc3ccccc3)C2=O)c2ccccc21,-2.5
Cc1ccc2nc(-c3ccc(NC(=O)/C=C\C(=O)O)cc3)sc2c1,-6.8
Cc1ccc(C)c(COc2cc(C)cc3oc(=O)c4c(c23)CCC4)c1,-2.7
CC(=O)Nc1ccc(S(=O)(=O)N/N=C/c2ccc[nH]2)cc1,-2.3
COc1ccc(-c2noc(COc3ccccc3C)n2)cc1,1.0
O=C(c1ccc(S(=O)(=O)N2CCOCC2)cc1)N1CCCc2ccccc21,-22.9
COc1cc(-c2ccc(NC(=O)/C=C/c3ccco3)c(OC)c2)ccc1NC(=O)/C=C/c1ccco1,3.2
COc1cc(C(=O)c2cc(Br)ccc2NC(=O)COc2ccc(C)cc2)cc(OC)c1OC,1.0
COc1ccc(NC(=O)CC2CCCCC2)cc1,-12.7
CC(=O)Nc1ccc(NC(=O)c2cccc(F)c2)cc1,0.0
CCOc1ccc(NC(=O)c2ccc(S(=O)(=O)N(C)C)cc2)c([N+](=O)[O-])c1,-12.0
O=C(/C=C/c1cccs1)Nc1ncc(Cc2cccc(C(F)(F)F)c2)s1,-5.8
C=CCNC(=O)C1CC(=O)N(c2ccc(Br)cc2)C1 (stereo unspecified),-3.2
N#CC1=C(N)Oc2cc(N)ccc2C1c1cccs1 (stereo unspecified),-3.6
CCOC(=O)Cn1c(C(F)(F)F)nc2ccccc21,-7.5
CCC(=O)Oc1ccc2c3c(c(=O)oc2c1C)CCC3,-4.5
CCOC(=O)C1CCN(C(=O)c2ccccc2Br)CC1,50.4
CCCC(=O)Nc1ccc(-c2nc3cc(C)c(C)cc3o2)cc1,13.2
O=C(Nc1ccccc1C(=O)N/N=C/c1ccc(F)cc1)c1ccccc1Br,-2.2
O=c1oc2cc(OCCO)ccc2c2c1CCCC2,7.7
CC12C=CC(O1)C1C(=O)N(c3cccc(C(=O)O)c3)C(=O)C12 (stereo unspecified),-6.6
O=C(NC1CCCCC1)c1ccc(Br)o1,1.8
COc1cc(N/N=C/c2ccc(N(C)C)cc2)ncn1,-29.2
O=C1NC(=O)N(c2cccc(Br)c2)C(=O)/C1=C/c1ccc(Oc2ccc([N+](=O)[O-])cn2)cc1,-12.1
CCN1C(=O)/C(=C/c2cccn2C)C(=O)NC1=S,65.9*
O=C1CSC(=S)N1/N=C/c1cccc(OCCOc2ccc(Br)cc2)c1,-13.9
C/C(=N/NC(=O)c1ccccc1C)c1ccc(NC(=O)C(F)(F)F)cc1,-15.5
O=C(/C=C/c1ccc2c(c1)OCO2)Nc1ccncc1,-6.1
O=C(O)CCCN1C(=O)/C(=C/c2cn(-c3ccccc3)nc2-c2cccc([N+](=O)[O-])c2)SC1=S,-15.1
Cc1ccc(S(=O)(=O)NC(C)c2ccc(-c3ccccc3)cc2)cc1[N+](=O)[O-] (stereo unspecified),9.9
O=C(COC(=O)c1ccccc1C(F)(F)F)c1ccc(Br)cc1,-19.7
O=C(NC(=S)Nc1ccc(Br)cc1)c1ccco1,-1.0
O=S(=O)(/N=C/c1ccccc1O)c1cccs1,-15.8

Next part.
smiles,VHR inh color
COc1ccc(-c2noc(-c3ccc(I)cc3)n2)cc1,-16.0
CCCCN(CC)Cc1c(C)[nH]c2ccc(C)cc2c1=O,-28.7
O=C(NCc1ccccc1Cl)c1c(F)cccc1F,-14.6
COC(=O)C1=NNC2C(=O)N(c3cccc(C(F)(F)F)c3)C(=O)C12 (stereo unspecified),-37.7
CNC(=O)c1ccc(N(C)S(=O)(=O)c2ccccc2)cc1,-17.3
N#CC(C#N)=Cc1cn(-c2ccccc2)nc1-c1ccc(-c2ccc([N+](=O)[O-])cc2)o1,9.5
CC(C)OC(C(=O)c1ccccc1)c1ccccc1 (stereo unspecified),-40.6
O=C(NC=C(Cl)Cl)c1ccc(Cl)cc1,-19.1
COc1ccccc1NC(=O)CC1C(=O)Nc2ccccc2N1S(=O)(=O)c1ccc(C)cc1 (stereo unspecified),-9.2
CCc1c(C)sc(NC(=O)Cc2ccc(Cl)cc2)c1C#N,-8.2
COc1cc(C2Nc3cc(C)ccc3NC3=C2C(=O)CC(C)(C)C3)ccc1O (stereo unspecified),20.6
CCOc1cccc(N2C(=O)CC(SCC(=O)Nc3ccc4ccccc4c3)C2=O)c1 (stereo unspecified),-12.5
CN1CCN(/N=C/c2c3ccccc3cc3ccccc23)CC1,4.3
COc1cccc(CN2CCN(C(=O)c3ccc(-c4ccccc4)cc3)CC2)c1,31.9
O=C(Nc1ccc(Cl)cc1)c1cc(Cl)ccc1[N+](=O)[O-],-1.9
O=C(c1ccc2c(c1)OCCO2)N1CCOCC1,-14.9
C=CCn1c(=S)[nH]c2sc3c(c2c1=O)CCc1ccccc1-3,-4.6
Cc1c(NC(=O)c2ccc(-c3ccccc3[N+](=O)[O-])o2)cccc1-c1nc2ncccc2o1,-15.4
CCOc1ccc2c(c1)-c1c(ssc1=S)C(C)(C)N2C(=O)c1cccnc1,-3.2
COc1ccc(Cl)cc1NC(=O)C1C2CCC(C2)C1C(=O)O (stereo unspecified),-26.2
CCc1ccccc1NC(=O)c1c(NC(=O)Cc2ccccc2)sc(-c2ccccc2)c1C,-16.1
O=C(/C=C/c1ccccc1)c1ccc([N+](=O)[O-])o1,-8.7
CC(C)OC(=O)c1c(-c2ccccc2)csc1N,44.2
COc1ccccc1/C=C/C=NN1CCN(Cc2ccccc2Cl)CC1,26.3
Cc1c(NS(=O)(=O)c2cc(Cl)ccc2Cl)c(=O)n(-c2ccccc2)n1C,7.7
CN1CCN(CC(O)COc2ccc(C(C)(C)C)cc2)CC1 (stereo unspecified),-3.1
COc1ccc(C(=O)N2CCN(C(=O)c3cccc(Cl)c3)CC2)cc1OC,14.8
COc1ccc(N2C(=O)/C(=C/c3cc4c(cc3Br)OCO4)SC2=S)cc1,-29.9
O=C(CCN1C(=O)/C(=C/c2ccc(Cl)cc2)SC1=S)Nc1nccs1,-9.2
CC1CN(Cc2c(O)ccc3c(=O)c(Oc4ccccc4Br)c(C(F)(F)F)oc23)CC(C)O1 (stereo unspecified),0.9
Cc1ccc(NC(=O)c2cccc(F)c2)cc1C,5.2
COc1ccc(OC)c(NC(=O)COc2c(C)cc(C)cc2C)c1,2.5
O=C(N/N=C/c1cccc(Br)c1)C1CC1,28.3
CNCC(=O)C12CC3CCC(CC(C3)C1)C2,7.8
CCOc1ccc(OCC)c(S(=O)(=O)N2CCN(C)CC2)c1,0.3
O=C1NC2=C(C(=O)N(Cc3ccccc3)C2)C(c2ccccc2)N1 (stereo unspecified),-6.4
COc1cc(NC(=O)c2cnn3c(C(F)(F)F)cc(-c4cccs4)nc23)c(OC)cc1Cl,-16.1
COc1ccc(-c2cc(-c3ccccc3O)[nH]n2)cc1,-8.9
CCCS(=O)(=O)c1c(S(=O)(=O)CCC)c2c3ccccc3ccn2c1C(=O)c1ccc(C)cc1,-7.7
COC(=O)c1ccc(C(=O)OC)c(NC(=O)CCN2C(=O)c3ccccc3C2=O)c1,-0.4
CS(=O)(=O)N(CC(=O)Nc1ccc(Oc2ccccc2)cc1)c1ccccc1Cl,-15.7
CCCOc1ccc(C(=O)Nc2ccc(C)cc2[N+](=O)[O-])cc1,-14.6
CCOC(=O)c1cccc(N2C(=O)C3C4C=CC(C4)C3C2=O)c1 (stereo unspecified),7.6
CS(=O)(=O)/N=C(\N)Nc1nc2ccccc2o1,-0.7
CN(C)C1(C)CC2C(C/C1=N\O)C2(C)C (stereo unspecified),-20.5
Cc1ccc(-c2cc(C(=O)N3CCCCCC3)c3ccccc3n2)o1,-13.1
CCCC1=NN(c2ccc([N+](=O)[O-])cc2)C(=O)/C1=C\N(C)C,-12.1
O=S(=O)(N=C(Nc1ccccn1)c1ccccc1)c1ccc(Cl)cc1,-11.8
Cc1cc(C)[n+]2cc(Br)ccc2n1,55.1
CCN(CC)C(=O)/C=C/c1ccc(OC)c(S(=O)(=O)N2CCCCC2)c1,11.9

(further entries)
smiles,VHR inh color
CCOc1ccc(CNc2cccc(SC)c2)cc1,19.2
COc1ccc(/C=C/C(=O)c2c(-c3ccccc3)c3cc(Br)ccc3[nH]c2=O)cc1,6.8
COc1ccccc1/C=C1\SC(=S)N(NC(=O)c2ccccc2Cl)C1=O,-16.8
CCOc1cc(CNc2ccccc2)ccc1OC,-104.1
O=C1OC(c2ccc(Cl)cc2)=C/C1=C\c1ccc([N+](=O)[O-])cc1,5.5
COc1ccc2c(c1)-c1c(ssc1=S)C(C)(C)N2C(=O)c1ccccc1OC,-4.7
c1ccc(CN2CCC(N3CCNCC3)CC2)cc1,-1.1
O=C(Nc1ccc(Cl)cn1)c1cccc(F)c1,-19.8
CC(Nc1cc(N2CCN(CCO)CC2)ccc1[N+](=O)[O-])c1ccc(Br)cc1 (stereo unspecified),-3.9
COC(=O)c1ccccc1NC(=O)c1ccc(CN2CCN(c3ccccc3)CC2)cc1,-3.0
CC(/C=C1\SC(=S)N(NC(=O)c2cccc(O)c2)C1=O)=C\c1ccccc1,-7.6
Cc1ccc(OCC(=O)Nc2cccc(C(=O)Nc3ccccc3C(=O)O)c2)cc1C,-27.2
O=P(Oc1ccccc1)(Oc1ccccc1)C(NCc1ccccc1)c1ccccc1 (stereo unspecified),-17.5
Cc1c(-c2ccccc2)[nH]n2c(=O)cc(-c3ccccc3)nc12,-2.3
C[n+]1ccc(/C=C/c2cccc([N+](=O)[O-])c2)cc1,-1.8
CCOc1cccc(C(=O)Nc2nnc(CSCc3ccccc3)s2)c1,-2.2
CCN(CC)C(=O)CN(c1ccccc1OC)S(=O)(=O)c1ccccc1,-9.8
Cc1ccc(/C=N/NC(=O)c2ccc(Oc3ccc(C(=O)N/N=C/c4ccc(C)o4)cc3)cc2)o1,-7.2
CCn1c(/C=C/c2cc(Br)ccc2O)nc2ccccc2c1=O,1.3
COC(=O)c1ccc(N2C(=O)c3ccccc3C2=O)cc1,-0.5
O=C(Nc1ccc(NC(=O)c2ccc(-c3cccc(Cl)c3)o2)cc1)c1ccco1,-13.0
O=C(NCc1cccs1)c1nn2c(c1Cl)NC(c1ccco1)CC2C(F)(F)F (stereo unspecified),-1.6
COc1ccc(NCN2C(=O)CSC2=O)cc1Cl,-15.3
COc1ccccc1N(CC(=O)N/N=C\c1c(O)ccc2ccccc12)S(=O)(=O)c1ccccc1,14.2
O=C(N=Nc1c(O)[nH]c2ccc(Br)cc12)c1ccc(Cl)cc1Cl,-26.3

7 compounds out of the list, sorted by count of non-hydrogen atoms, highest first.
smiles,VHR inh color
COC(=O)c1ccccc1NC(=O)c1ccc(CN2CCN(c3ccccc3)CC2)cc1,-3.0
O=P(Oc1ccccc1)(Oc1ccccc1)C(NCc1ccccc1)c1ccccc1 (stereo unspecified),-17.5
CC(/C=C1\SC(=S)N(NC(=O)c2cccc(O)c2)C1=O)=C\c1ccccc1,-7.6
CCN(CC)C(=O)CN(c1ccccc1OC)S(=O)(=O)c1ccccc1,-9.8
O=C1OC(c2ccc(Cl)cc2)=C/C1=C\c1ccc([N+](=O)[O-])cc1,5.5
CCOc1ccc(CNc2cccc(SC)c2)cc1,19.2
O=C(Nc1ccc(Cl)cn1)c1cccc(F)c1,-19.8

Continued.
smiles,VHR inh color
N#C/C(=C\c1ccccc1)C(=O)Nc1sc2c(c1C(N)=O)CCCC2,2.7
COc1cc(/C=N/N2C(=O)c3cccc4cccc(c34)C2=O)ccc1O,33.9
O=C(OCCc1ccc(SC(=O)c2ccccc2)s1)c1ccccc1,-3.2
O=C(Nc1cccc2ccccc12)c1cc(I)ccc1Cl,-3.2
CCCCCSc1nnc2nc(C)cc(C)n12,9.4
CCSc1nnc2n(Cc3ccccc3)c(=O)c3c4c(sc3n12)CC(C(C)(C)C)CC4 (stereo unspecified),-22.1
O=C(CCCN1C(=O)/C(=C\c2cccs2)SC1=S)Nc1ccccn1,12.9
COc1cccc(NC(=O)CSc2nc3ccccc3o2)c1,-21.4
COC(=O)C(C)N(C(=O)c1ccc(Cl)cc1)c1c(C)cccc1C (stereo unspecified),-11.1
CCOC(=O)C1=C(O)/C(=C/c2ccccc2)SC1=Nc1ccccc1,-1.6

These rows are one share of the data; the hit share may differ from the screen's.
